SW480 rereplic: A quantitative high throughput screen for small molecules that induce DNA re-replication in SW480 colon adenocarcinoma cells | Potency, µM (titrated, usually from 46.1 µM), for inactives: at the top dose re-replication activation, most hits filed as activators | AID 624297, 2012 | SW480 DNA re-replication, Hoechst DNA content imaging, 48 h | hit rate 1.8% among 340,000; note: potency is the fitted concentration of half-maximal effect; % of control where 0% means no effect; nearly all actives have a fitted effect of over 55% in size
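250 cells/well; 23 nL cpd via pin tool; 48 hr, 37 C, 5% CO2; Hoechst 40 min; imager read of total nuclear intensity, ex 405/em 500-530 nm.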
DRD3 agonist: qHTS of D3 Dopamine Receptor Agonist: qHTS; max activation, %; hit rate 0.58% among 410,000; D3R DiscoveRx beta-arrestin cells, luminescence, 90 min; AID 652048, 2013; in the data active = max activation above about 30%; note: 0% is about no effect; mostly tested at two doses, the higher about 12 µM
Target sequence (P35462 whole entry, looked up): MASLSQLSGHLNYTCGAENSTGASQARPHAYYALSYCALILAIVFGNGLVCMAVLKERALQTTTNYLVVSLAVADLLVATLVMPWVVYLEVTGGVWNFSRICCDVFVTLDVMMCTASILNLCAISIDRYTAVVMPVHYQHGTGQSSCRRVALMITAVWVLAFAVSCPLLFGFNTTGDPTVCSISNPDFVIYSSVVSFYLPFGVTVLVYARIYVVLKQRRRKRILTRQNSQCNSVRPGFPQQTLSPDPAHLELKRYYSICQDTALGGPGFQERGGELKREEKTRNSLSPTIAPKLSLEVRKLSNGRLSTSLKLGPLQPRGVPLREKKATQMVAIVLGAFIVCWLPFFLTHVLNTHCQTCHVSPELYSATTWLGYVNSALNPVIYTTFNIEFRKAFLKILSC
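Agonist mode: compounds and dopamine controls were applied to plated cells for 90 min at 37 degrees C after an overnight attachment at 1500 cells/well. Luminescent read-out followed 30 - 60 minutes at room temperature with DiscoveRx detection reagent.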
KB-3-1 tox: qHTS assay for MDR1-selective chemotherapeutics: Primary screen using the parental adenocarcinoma cell KB-3-1 | KB-3-1 viability, CellTiter-Glo ATP luminescence, 72 h | Potency, µM (series often up to 46.1 µM), for the others: at the highest dose activity change, negative = cytotoxic, actives largely listed as cytotoxic | hit rate 1.4% among 400,000; note: potency is the fitted concentration of half-maximal effect; % is set by controls: 0 for no effect and ±100 for the full control effect; nearly all actives have a fitted effect of over 60% in size
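KB-3-1 cells, DMEM (no phenol red) + 10% FBS; compound by pin transfer, 72 h, 37 °C. Readout: CellTiter-Glo luminescence after 10 min. Data normalized, curve-fitted.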
HEK293 tox: qHTS of GLP-1 Receptor Inverse Agonists: Cytotox Screen | HEK293 cAMP-luciferase reporter cells, luminescence, 24 h | hit rate 0.13% among 410,000 | Potency, µM (series often up to 38.3 µM), without a hit: top-dose activity change, negative = inhibition, hits mostly inhibitors;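 note: loss of luciferase light is scored as toxicity; potency is the fitted concentration of half-maximal effect; % is set by controls: 0 for no effect and ±100 for the full control effect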
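A 23 nL compound transfer followed 12 hours of cell culture at 37 deg C; exposure then lasted 24 hr. Luciferase assay detection reagent was dispensed and plates read for luminescence after a 12 min room-temperature wait.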
IL1B secr inh: qHTS for Inhibitors of Inflammasome Signaling: IL-1-beta AlphaLISA Primary Screen; THP-1 LPS/ATP IL-1B secretion, AlphaLISA, 16 h; active compounds read low; activity change, % at 57.5 µM; hit rate 4.7% among 360,000; AID 743279, 2014; in the data active = activity change below about -50%; inconclusive = mostly about -30% to -49%; note: % is set by controls: 0 for no effect and ±100 for the full control effect
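Secreted IL-1B measured by AlphaLISA bead assay after 16 h compound exposure of THP-1 cells; compounds (final up to 57.5 uM) added 1 h before LPS (250 ng/mL) and ATP (1.25 mM) stimulation; lower signal means less secretion.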
KB-V1 MDR tox: qHTS assay for MDR1-selective chemotherapeutics: Primary screen using the drug-selected MDR subline cells KB-V1. KB-V1 MDR cells viability, CellTiter-Glo, 72 h. Potency, µM (top dose mostly 46.1 µM), for inactives: at the top dose activity change, negative = cytotoxicity, hits mostly cytotoxic. hit rate 3.4% among 400,000. AID 1347076, 2019; note: potency is the fitted concentration of half-maximal effect; % is set by controls: 0 for no effect and ±100 for the full control effect; nearly all actives have a fitted effect of over 60% in size
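Potencies derive from concentration-effect curves fitted to normalized luminescence (CellTiter-Glo) of KB-V1 cells treated for 72 h at 37 degrees C in phenol-red-free DMEM containing 10% FBS.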
HT1080-NT tox: qHTS for induction of synthetic lethality in tumor cells producing 2HG: qHTS for the HT-1080-NT fibrosarcoma cell line; HT-1080-NT fibrosarcoma viability, CellTiter-Glo ATP luminescence, 48 h; Potency, µM (doses to about 46.1 µM), for inactives: at the highest dose activity, negative = less viability, actives largely listed as cytotoxic; hit rate 1.6% among 360,000;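 note: NT is the 2HG producing partner of a matched IDH1 knockdown line; potency is the fitted concentration of half-maximal effect; 0% = DMSO-treated cells and -100% = media-only wells without cells; nearly all actives have a fitted effect of over 55% in size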
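HT-1080-NT fibrosarcoma cells (2HG-overproducing), 750 cells/well in RPMI with 5% FBS, dosed after 2 h and incubated 48 h at 37C. CellTiter-Glo luminescence normalized to DMSO and no-cell wells; concentration-response curves fitted and classed.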
MCF10A rereplic: A quantitative high throughput screen for small molecules that induce DNA re-replication in MCF 10a normal breast cells | MCF 10A DNA re-replication, Hoechst nuclear intensity, 48 h | Potency, µM (highest dose often 46.1 µM), inactives show at the top dose activity, positive = re-replication, usual class: activators | hit rate 2.9% among 350,000 | AID 624296, 2012; note: potency is the fitted concentration of half-maximal effect; % of control where 0% means no effect; nearly all actives have a fitted effect of over 50% in size
HT1080 IDH1KD tx: qHTS for induction of synthetic lethality in tumor cells producing 2HG: qHTS for the HT-1080-IDH1KD cell line | HT-1080 IDH1 knockdown viability, ATP luminescence, 48 h | hit rate 2% among 360,000 | Potency, µM (series often up to 46.1 µM), without a hit: at the top dose activity, negative = toxicity, usual class: cytotoxic | AID 686971, 2013;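 note: potency is the fitted concentration of half-maximal effect; 0% = DMSO wells and -100% = cell-free medium wells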
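After a 2 h attachment period, IDH1KD HT-1080 cells took pin-transferred compound for 48 h at 37 °C; ATP-based luminescence after 10 min room-temperature reagent incubation reported viability.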
Active calls of the source: *. Unless noted, calls come from the whole dose curve; as a rule, active = well fitted curve in the direction sought with a large enough effect; inconclusive = small, poorly fitted or top-dose-only effect, or another doubt; inactive = no such curve, though single readings can be large; an effect the other way counts as inactive or inconclusive.

How did O=C1/C(=C\c2ccncc2)SC(=S)N1C1CCCCC1 do in these assays?
SW480 rereplic: -9%; DRD3 agonist: 4; KB-3-1 tox: -1%; HEK293 tox: -1%; IL1B secr inh: 14; KB-V1 MDR tox: -5%; HT1080-NT tox: 1%; MCF10A rereplic: -4%; HT1080 IDH1KD tx: 0%

How did COc1ccc(/C=N/NC(=O)c2cccc(Br)c2)cc1Cn1cc(Cl)cn1 do in these assays?
SW480 rereplic: inconclusive; DRD3 agonist: 1; KB-3-1 tox: inconclusive; HEK293 tox: -21%; IL1B secr inh: -20; KB-V1 MDR tox: inconclusive; HT1080-NT tox: inconclusive; MCF10A rereplic: inconclusive; HT1080 IDH1KD tx: inconclusive

What do the screens show for `N/C(=N\c1nc2ccccc2o1)NC(=O)C(Cc1ccccc1)N1C(=O)c2ccccc2C1=O` (stereo unspecified)?
SW480 rereplic: -5%; DRD3 agonist: 12; KB-3-1 tox: 3%; HEK293 tox: -2%; IL1B secr inh: 12; KB-V1 MDR tox: 2%; HT1080-NT tox: 1%; MCF10A rereplic: inconclusive; HT1080 IDH1KD tx: -5%

What do the screens show for `O=C(NC(=S)NCC1CCCO1)c1cccs1` (stereo unspecified)?
SW480 rereplic: -2%; DRD3 agonist: 6; KB-3-1 tox: 9%; HEK293 tox: -4%; IL1B secr inh: 17; KB-V1 MDR tox: -26%; HT1080-NT tox: 7%; MCF10A rereplic: -1%; HT1080 IDH1KD tx: 11%

What do the screens show for `COC(=O)c1ccc(N2CCN(C)CC2)c(NC(=O)c2sc3ccccc3c2Cl)c1`?
SW480 rereplic: inconclusive; DRD3 agonist: -4; KB-3-1 tox: 5%; HEK293 tox: 7%; IL1B secr inh: -14; KB-V1 MDR tox: 4%; HT1080-NT tox: -16%; MCF10A rereplic: 2%; HT1080 IDH1KD tx: -3%

Results for Cc1cccc2cc(CN(Cc3nnnn3C3CCCCC3)C3CCCC3)c3nnnn3c12 ?
SW480 rereplic: 0%; DRD3 agonist: -9; KB-3-1 tox: inconclusive; HEK293 tox: -15%; IL1B secr inh: inconclusive; KB-V1 MDR tox: 21µM*; HT1080-NT tox: 16%; MCF10A rereplic: 17%; HT1080 IDH1KD tx: 9%

How did O=C(O)c1c[nH]c(=O)c2ccccc12 do in these assays?
SW480 rereplic: 10%; DRD3 agonist: -2; KB-3-1 tox: -4%; HEK293 tox: 4%; IL1B secr inh: -6; KB-V1 MDR tox: 7%; HT1080-NT tox: 0%; MCF10A rereplic: -1%; HT1080 IDH1KD tx: -1%

How did CC(=O)Nc1nnc(SCC(=O)c2ccc3c(c2)Cc2ccccc2-3)s1 do in these assays?
SW480 rereplic: -3%; DRD3 agonist: 11; KB-3-1 tox: 0%; HEK293 tox: 6%; IL1B secr inh: 27; KB-V1 MDR tox: -25%; HT1080-NT tox: -15%; MCF10A rereplic: inconclusive; HT1080 IDH1KD tx: -19%

Results for O=C(c1cc2cc([N+](=O)[O-])ccc2oc1=O)N1CCOCC1 ?
SW480 rereplic: -6%; DRD3 agonist: -2; KB-3-1 tox: -2%; HEK293 tox: inconclusive; IL1B secr inh: 8; KB-V1 MDR tox: 29%; HT1080-NT tox: 9%; MCF10A rereplic: -6%; HT1080 IDH1KD tx: 13%

What do the screens show for `N#CCCC1CCCC=C1N(Cc1ccccc1)C(=O)C(Cl)Cl` (stereo unspecified)?
SW480 rereplic: 4%; DRD3 agonist: -1; KB-3-1 tox: 0%; HEK293 tox: 12%; KB-V1 MDR tox: inconclusive; HT1080-NT tox: 15%; MCF10A rereplic: 10µM*; HT1080 IDH1KD tx: 12%

Results for C/C(=N/NC(=O)c1ccc(C(C)(C)C)cc1)c1ccccn1 ?
SW480 rereplic: inconclusive; DRD3 agonist: -51; KB-3-1 tox: 2.6µM*; HEK293 tox: inconclusive; IL1B secr inh: 84; KB-V1 MDR tox: inconclusive; HT1080-NT tox: 7.3µM*; MCF10A rereplic: inconclusive; HT1080 IDH1KD tx: 5.8µM*

Results for CN(C)S(=O)(=O)c1cccc(-c2nnc(SCc3cc(Cl)cc4c3OCOC4)n2N)c1 ?
SW480 rereplic: -1%; DRD3 agonist: 3; KB-3-1 tox: 8%; HEK293 tox: -2%; IL1B secr inh: -4; KB-V1 MDR tox: 3%; HT1080-NT tox: -5%; MCF10A rereplic: -4%; HT1080 IDH1KD tx: 7%

What do the screens show for `CCOCCOCCC(C(=O)O)P(=O)(c1ccccc1)c1ccccc1` (stereo unspecified)?
SW480 rereplic: -4%; DRD3 agonist: 5; KB-3-1 tox: 1%; HEK293 tox: 0%; IL1B secr inh: 10; KB-V1 MDR tox: 0%; HT1080-NT tox: -2%; MCF10A rereplic: 4%; HT1080 IDH1KD tx: -1%

What do the screens show for `O=C(NCCNC(=O)c1cccs1)c1ccco1`?
SW480 rereplic: -2%; DRD3 agonist: 1; KB-3-1 tox: 1%; HEK293 tox: -26%; IL1B secr inh: -13; KB-V1 MDR tox: 14%; HT1080-NT tox: 18%; MCF10A rereplic: 0%; HT1080 IDH1KD tx: 22%

Results for CCOC(=O)[C@]12CCC=C1N(Cc1ccc(Cl)cc1Cl)C(=O)[C@H](CC(=O)NCCCOC)C2 ?
DRD3 agonist: -2; KB-3-1 tox: 1%; HEK293 tox: -1%; IL1B secr inh: -16; KB-V1 MDR tox: 13%; HT1080-NT tox: -2%; HT1080 IDH1KD tx: 1%

How did C/C(=N/Nc1ncc(Br)cn1)c1ccc([N+](=O)[O-])cc1 do in these assays?
SW480 rereplic: 27%; DRD3 agonist: -1; KB-3-1 tox: 13%; HEK293 tox: -7%; IL1B secr inh: -25; KB-V1 MDR tox: 18%; HT1080-NT tox: 9%; MCF10A rereplic: -6%; HT1080 IDH1KD tx: 9%

How did CCN(CC(=O)Nc1cc(Cl)ccc1OC)CC(=O)NC1CCS(=O)(=O)C1 (stereo unspecified) do in these assays?
SW480 rereplic: -1%; DRD3 agonist: 6; KB-3-1 tox: 3%; HEK293 tox: -12%; IL1B secr inh: 6; KB-V1 MDR tox: 18%; HT1080-NT tox: 10%; MCF10A rereplic: -1%; HT1080 IDH1KD tx: 7%

What do the screens show for `Cc1ccc(-c2onc3ccc(Cl)cc23)cc1`?
SW480 rereplic: inconclusive; DRD3 agonist: -8; KB-3-1 tox: -2%; HEK293 tox: 15%; IL1B secr inh: 16; KB-V1 MDR tox: -20%; HT1080-NT tox: -7%; MCF10A rereplic: 2%; HT1080 IDH1KD tx: -5%

What do the screens show for `O=C(Nc1ccccc1F)NC1CCCCCCC1`?
SW480 rereplic: -16%; DRD3 agonist: -7; KB-3-1 tox: 12%; HEK293 tox: -7%; IL1B secr inh: inconclusive; KB-V1 MDR tox: 2%; HT1080-NT tox: 9%; MCF10A rereplic: 7%; HT1080 IDH1KD tx: 14%

Results for S=c1ccc2ccccc2[nH]1 ?
SW480 rereplic: -4%; DRD3 agonist: -4; KB-3-1 tox: -16%; HEK293 tox: -48%; IL1B secr inh: 42; KB-V1 MDR tox: 0%; HT1080-NT tox: 15%; MCF10A rereplic: -5%; HT1080 IDH1KD tx: 0%

How did NC(c1ccc(F)c(F)c1)c1nc(-c2ccc3ccccc3c2)cs1 (stereo unspecified) do in these assays?
DRD3 agonist: 5; KB-3-1 tox: 0%; HEK293 tox: 7%; IL1B secr inh: 21; KB-V1 MDR tox: 7%; HT1080-NT tox: 19%; HT1080 IDH1KD tx: 0%

What do the screens show for `CCOC(=O)N1CCN(C(=O)c2csc3c2CCCCC3)CC1`?
SW480 rereplic: 2%; DRD3 agonist: 0; KB-3-1 tox: -2%; HEK293 tox: -1%; IL1B secr inh: 7; KB-V1 MDR tox: inconclusive; HT1080-NT tox: 2%; MCF10A rereplic: 3%; HT1080 IDH1KD tx: 21%

How did CCCCN1CC[C@H]2C=CC[C@@H](C(=O)Nc3ccc(Cl)c(C(F)(F)F)c3)[C@H]2C1=O do in these assays?
SW480 rereplic: -12%; DRD3 agonist: 4; KB-3-1 tox: inconclusive; HEK293 tox: -39%; IL1B secr inh: -22; KB-V1 MDR tox: inconclusive; HT1080-NT tox: 13%; MCF10A rereplic: 28%; HT1080 IDH1KD tx: 6%

Grouped by structure: the entries above with bromine (two)
How did COc1ccc(/C=N/NC(=O)c2cccc(Br)c2)cc1Cn1cc(Cl)cn1 do in these assays?
SW480 rereplic: inconclusive; DRD3 agonist: 1; KB-3-1 tox: inconclusive; HEK293 tox: -21%; IL1B secr inh: -20; KB-V1 MDR tox: inconclusive; HT1080-NT tox: inconclusive; MCF10A rereplic: inconclusive; HT1080 IDH1KD tx: inconclusive

How did C/C(=N/Nc1ncc(Br)cn1)c1ccc([N+](=O)[O-])cc1 do in these assays?
SW480 rereplic: 27%; DRD3 agonist: -1; KB-3-1 tox: 13%; HEK293 tox: -7%; IL1B secr inh: -25; KB-V1 MDR tox: 18%; HT1080-NT tox: 9%; MCF10A rereplic: -6%; HT1080 IDH1KD tx: 9%

Assay outcomes: PubChem BioAssay, National Center for Advancing Translational Sciences (NCATS)
